# IL1B secr inh – inflammasome signaling inhibition, IL-1 beta readout. THP-1 LPS/ATP IL-1B secretion, AlphaLISA, 16 h; active compounds read low. activity change, % at 57.5 µM. 360,000 compounds, 4.7% hits. AID 743279; in the data active means activity change below about -50%; inconclusive means mostly about -30% to -49%; further: on the % scale 0 is the no-effect control and ±100 the full control effect
#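 Secreted IL-1B measured by AlphaLISA bead assay after 16 h compound exposure of THP-1 cells; compounds (final up to 57.5 uM) added 1 h before LPS (250 ng/mL) and ATP (1.25 mM) stimulation; lower signal means less secretion.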
# MCF10A rereplic – inducers of DNA re-replication in MCF 10A breast cells. MCF 10A DNA re-replication, Hoechst nuclear intensity, 48 h. Potency, µM (highest dose often 46.1 µM), without a hit: top-dose activity, positive = re-replication, usual class: activators. 350,000 compounds, 2.9% hits. AID 624296; further: potency means the concentration at half of the fitted maximal effect; % of control where 0% means no effect; nearly all actives have a fitted effect of over 50% in size
# KB-3-1 cytotox – KB-3-1 parental cell cytotoxicity | Potency, µM (titrated, usually from 46.1 µM), for inactives: at the highest dose activity change, negative = cytotoxic, actives largely listed as cytotoxic | AID 1347075 | 400,000 compounds, 1.4% hits | KB-3-1 viability, CellTiter-Glo ATP luminescence, 72 h; further: potency means the concentration at half of the fitted maximal effect; on the % scale 0 is the no-effect control and ±100 the full control effect; nearly all actives have a fitted effect of over 60% in size
#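 Cells are dispensed, compounds pinned in, plates held at 37 °C for 72 h, then CellTiter-Glo is added and luminescence read after 10 minutes. Cell line: parental KB-3-1 in phenol-red-free DMEM, 10% FBS.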
# HT1080NT lethal – kills 2HG-producing HT-1080-NT fibrosarcoma cells | HT-1080-NT fibrosarcoma viability, CellTiter-Glo ATP luminescence, 48 h | Potency, µM (doses to about 46.1 µM), without a hit: at the top dose activity, negative = less viability, most hits filed as cytotoxic | 360,000 compounds, 1.6% hits;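 further: NT is the 2HG producing partner of a matched IDH1 knockdown line; potency means the concentration at half of the fitted maximal effect; 0% = DMSO-treated cells and -100% = media-only wells without cells; nearly all actives have a fitted effect of over 55% in size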
#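 HT-1080-NT fibrosarcoma cells (2HG-overproducing), 750 cells/well in RPMI with 5% FBS, dosed after 2 h and incubated 48 h at 37C. CellTiter-Glo luminescence normalized to DMSO and no-cell wells; concentration-response curves fitted and classed.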
# KB-V1 MDR tox – KB-V1 MDR subline cytotoxicity; Potency, µM (doses to about 46.1 µM), inactives show at the top dose activity change, negative = cytotoxicity, actives largely listed as cytotoxic; AID 1347076; KB-V1 MDR cells viability, CellTiter-Glo, 72 h; 400,000 compounds, 3.4% hits; further: potency means the concentration at half of the fitted maximal effect; on the % scale 0 is the no-effect control and ±100 the full control effect; nearly all actives have a fitted effect of over 60% in size
#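 KB-V1 cells (P-gp-expressing MDR subline of KB-3-1) in phenol-red-free DMEM with 10% FBS were exposed to library compounds over a concentration series for 72 h at 37 degrees C. Viability read by CellTiter-Glo luminescence; concentration-effect curves fitted after normalization.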
# HT1080 IDH1KD tx – toxicity to HT-1080 IDH1 knockdown cells (counter line) | 360,000 compounds, 2% hits | Potency, µM (top dose mostly 46.1 µM), for inactives: at the top dose activity, negative = toxicity, most hits filed as cytotoxic | HT-1080 IDH1 knockdown viability, ATP luminescence, 48 h;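 further: potency means the concentration at half of the fitted maximal effect; 0% = DMSO wells and -100% = cell-free medium wells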
#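 In this qHTS, HT-1080 cells depleted of IDH1 are exposed for 48 h at 37 °C to compound titrations. Toxicity is scored from CellTiter-Glo luminescence, with DMSO as full viability and medium alone as none.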
# SW480 rereplic – DNA re-replication induction in SW480 cells; 340,000 compounds, 1.8% hits; Potency, µM (top dose mostly 46.1 µM), for inactives: at the highest dose re-replication activation, most hits filed as activators; SW480 DNA re-replication, Hoechst DNA content imaging, 48 h; AID 624297; further: potency means the concentration at half of the fitted maximal effect; % of control where 0% means no effect; nearly all actives have a fitted effect of over 55% in size
#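 Hoechst fluorescence of nuclei (405 nm excitation, 500-530 nm emission) measured by plate-scanning imager after 48 hr compound exposure at 37 C; re-replication scored as increased number of nuclei with elevated intensity.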
# ATXN viability – viability counter-screen for ATXN expression inhibitors; S2 cells (HEK-293 line with an ATXN2-luciferase reporter) viability, CellTiter-Fluor protease fluorescence, 24 h; Potency, µM (titrated, usually from 56.7 µM), usual class: cytotoxic; 400,000 compounds, 0.49% hits; AID 651635; further: potency means the concentration at half of the fitted maximal effect; nearly all actives have a fitted effect of over 40% in size
# ATXN2 expr inh – ATXN2 expression inhibition | AID 1745845 | HEK-293 ATXN2-luciferase reporter, luminescence, 24 h | Potency, µM (titrated, usually from 57 µM), for inactives: at the highest dose activity change, negative = inhibition, hits mostly inhibitors | 360,000 compounds, 0.72% hits; further: potency means the concentration at half of the fitted maximal effect; on the % scale 0 is the no-effect control and ±100 the full control effect; nearly all actives have a fitted effect of over 55% in size
#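 qHTS (up to 57 uM final) was run with 24 h compound exposure of reporter cells at 37 °C. Each well was multiplexed: SteadyGlo luminescence measured ATXN2-luciferase expression after a fluorogenic Gly-Phe-AFC viability readout (25 uM final).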
# Numbers without * were called inactive; i = inactive; u = inconclusive; x = no result given; [ ] = dose if it differs, or a comment. Unless noted, the call rests on the fitted dose curve; in most records, active means well fitted curve in the direction sought with a large enough effect; inconclusive means small, poorly fitted or top-dose-only effect, or another doubt; inactive means no such curve, though single readings can be large; an effect the other way counts as inactive or inconclusive.
Compound	ATXN viability	SW480 rereplic	IL1B secr inh	KB-V1 MDR tox	HT1080NT lethal	KB-3-1 cytotox	MCF10A rereplic	ATXN2 expr inh	HT1080 IDH1KD tx
CCc1ccc(C(=O)COC(=O)c2cccnc2Cl)cc1	i	-4%	8	22%	-5%	16%	0%	16%	-4%
O=C(O)CC(C(=O)OC1CCCCC1)N1CCOCC1 (stereo not drawn)	i	-11%	-5	-3%	9%	u	-2%	-3%	1%
Cc1cc(C(=O)CSc2n[nH]c(N)n2)c(C)n1-c1ccccc1	i	8%	-8	0%	-24%	-3%	u	0%	u
COc1cc(C(=S)N2CCOCC2)ccc1OC(=O)c1ccccc1[N+](=O)[O-]	u	-59%[inhibitor]	21	1%	1%	4%	-8%	-37%	6%
Cc1c2ccncc2cc2c1[nH]c1ccccc12	u	23µM*	-96*	u	18µM*	u	16µM*	u	13µM*
CCC(C)[C@H](NC(=O)Nc1cccc(Br)c1)C(=O)OC (stereo partly drawn)	i	-2%	-8	u	22%	10%	1%	-10%	21%
Cc1cccc(NC(=O)CCN2CCC(C)CC2)c1	u	-28%	3	-10%	6%	18%	1%	-16%	13%
O=C(CCNc1n[nH]c(=O)[nH]c1=O)N/N=C/c1ccc(C(F)(F)F)cc1	u	-16%	40	1%	8%	5%	-3%	9%	5%
CCOCCCNC(=O)C1CCN(c2cc(C)nc3c(-c4ccc(OC)c(OC)c4)c(C)nn23)CC1	i	5%	-20	-13%	-6%	1%	-180%[0.0737 µM]	5%	-17%
COc1cccc(CNC(=O)[C@@H]2CCCN2C(=O)[C@@H]2CCCN2C(=O)c2cccc(Cl)c2)c1	i	x	40	-22%	12%	30%	x	-10%	-1%
COc1cccc(C(=O)NCC2CCCN(C(=O)Cc3cccc(C)c3)C2)c1OC (stereo not drawn)	i	x	20	-16%	1%	5%	x	x	2%
COC1CCCN(C(=O)c2cccc(OC3CCN(S(C)(=O)=O)CC3)c2)C1 (stereo not drawn)	i	-13%	18	25%	2%	2%	1%	1%	0%
Cc1nnsc1C(=O)NNc1ccc(C(C)(C)C)cc1	i	-4%	3	6%	-16%	-3%	-1%	28%	-9%
Cc1cc(C)c(C(=O)N2CCCC(CNS(=O)(=O)N(C)C)C2)o1 (stereo not drawn)	i	u	25	-14%	3%	1%	-3%	10%	14%
CC(C)NC(=O)c1cc(-c2ccc(F)cc2OC(C)C)n[nH]1	i	x	-22	-1%	19%	0%	x	-11%	7%

# Part of the list above, reformatted.
Cc1cc(C(=O)CSc2n[nH]c(N)n2)c(C)n1-c1ccccc1
  ATXN viability = i
  SW480 rereplic = 8%
  IL1B secr inh = -8
  KB-V1 MDR tox = 0%
  HT1080NT lethal = -24%
  KB-3-1 cytotox = -3%
  MCF10A rereplic = u
  ATXN2 expr inh = 0%
  HT1080 IDH1KD tx = u

COc1cc(C(=S)N2CCOCC2)ccc1OC(=O)c1ccccc1[N+](=O)[O-]
  ATXN viability = u
  SW480 rereplic = -59%[inhibitor]
  IL1B secr inh = 21
  KB-V1 MDR tox = 1%
  HT1080NT lethal = 1%
  KB-3-1 cytotox = 4%
  MCF10A rereplic = -8%
  ATXN2 expr inh = -37%
  HT1080 IDH1KD tx = 6%

# Additional structures
Compound	ATXN viability	SW480 rereplic	IL1B secr inh	KB-V1 MDR tox	HT1080NT lethal	KB-3-1 cytotox	MCF10A rereplic	ATXN2 expr inh	HT1080 IDH1KD tx
Cc1cccc(NC(=O)CNC(=O)CSc2nnc(C(F)(F)F)n2C)c1C	i	u	0	-1%	1%	-35%	-5%	-4%	-3%
COc1cccc(OC)c1C(=O)NNS(=O)(=O)c1ccc2ccccc2c1	i	-3%	19	16%	7%	18%	-1%	-11%	2%
COCc1cc(=O)[nH]c(-c2csc(C)n2)n1	u	-14%	4	15%	18%	10%	0%	-11%	8%
COc1cc(C2C(C(=O)c3ccc(C)o3)=C(O)C(=O)N2CCCn2ccnc2)cc(OC)c1OC (stereo not drawn)	i	3%	1	0%	11%	0%	-3%	3%	-2%
Cc1ccc(NC(=O)c2cc3ccccc3oc2=N)cc1	i	u	12	10%	6%	-9%	-1%	x	12%
COCCNC(=O)C1(C)CCCN(Cc2ccc(OCc3ccccc3)cc2)C1 (stereo not drawn)	i	x	-23	0%	-5%	0%	x	-4%	-11%
CCOC(=O)COc1ccc(/C=C(\C#N)c2nc3ccc(C)cc3[nH]2)cc1OC	i	x	x	u	x	18µM*	x	-7%	x
O=C(Nc1cc(S(=O)(=O)N2CCOCC2)ccc1N1CCCCC1)c1ccccc1Br	i	7%	-59*	-5%	5%	-3%	12%	8%	11%
Cc1ccc(C(=O)Nc2ccccc2C(=O)Nc2ccccn2)cc1Cl	i	21%	12	u	-29%	u	u	4%	-29%
CN(C)CCCN(C(=O)c1ccc(S(=O)(=O)N2CCOCC2)cc1)c1nc2ccc(F)cc2s1	u	0%	-12	-12%	-22%	11%	7%	-7%	-23%
COc1ccc(C(=O)N2CCN(S(=O)(=O)c3ccc(F)cc3)CC2)cc1OC	u	-4%	3	u	4%	5%	-11%	x	1%
N#Cc1c(N)nc(N2CCCC2)c(C#N)c1-c1ccc(Cl)cc1	i	-11%	24	u	-14%	13%	u	-5%	-14%
CC(=O)N1CCCC(C)(C(=O)Nc2ccc3nc(C)ccc3c2)C1 (stereo not drawn)	i	x	47	4%	17%	0%	x	6%	19%
COc1ccc(CCNc2nc3c(c(=O)n(C)c(=O)n3C)n2Cc2ccccc2Cl)cc1OC	i	x	x	u	x	-30%	x	10%	x
Cc1cccc(-n2c(Cc3cc(=O)[nH]c(=O)[nH]3)nnc2SCC(=O)N2CCCCC2)c1	i	-4%	27	1%	1%	4%	-7%	-10%	-3%
C=CCN(CC=C)Cc1cc(=O)oc2cc(C)cc(C)c12	i	x	25	u	-4%	-1%	x	13%	-10%
CC1CC=C(O)C12OCC(C)(C)CO2 (stereo not drawn)	i	-3%	8	x	-9%	x	3%	-8%	0%
O=C(c1ccc(Cl)cc1)N(c1ccccn1)C1CCCCC1	i	0%	-1	u	-5%	-2%	10%	-26%	-10%
CC1(c2ccccc2)NC(=O)N(CC(=O)Nc2ccc3c(c2)CCC3)C1=O (stereo not drawn)	i	1%	-19	u	-10%	-2%	0%	x	-16%
CCOC(=O)C1CCN(C(=O)C2(NC(=O)Nc3ccc(F)cc3F)CCCCC2)CC1	i	-4%	-128*	1%	-14%	-7%	u	-15%	-7%
CC(C)n1nc(C(=O)Oc2ccc(Cl)cc2)c2ccccc2c1=O	i	-5%	7	-13%	-2%	2%	-4%	-4%	-9%
CCCOc1ccc(NC2=CC(=O)CC(C)(C)C2)cc1	i	-2%	3	-5%	1%	0%	22%	10%	2%
O=C(NCc1ccco1)C1CCCN(S(=O)(=O)Cc2ccccc2)C1 (stereo not drawn)	i	-7%	-8	-19%	12%	1%	7%	4%	-2%
CCN1C(=O)[C@H]2[C@H]3CN=C(SCc4ccc(Cl)cc4)N3[C@@](Cc3ccccc3)(C(=O)OC)[C@H]2C1=O	i	u	-18	u	u	u	u	-27%	u
Cc1ccccc1Cn1c(=O)n(CCc2ccccc2)c(=O)c2sc3ccccc3c21	i	x	x	-14%	x	-9%	x	9%	x
O=C(CCS(=O)(=O)c1ccc(Br)cc1)NC1CCCCCC1	i	-13%	11	-17%	-2%	1%	-1%	x	-2%
Cc1[nH]nc(SCC(=O)NCc2ccc(Cl)cc2)c1[N+](=O)[O-]	i	-61%[inhibitor]	2	-1%	1%	-4%	-29%	-11%	0%
O=C(Cc1c[nH]c2ccccc12)NC1(C(=O)NC2CCCC2)CCCCC1	i	2%	9	u	9%	1%	-1%	12%	15%
COc1cc(OC)c(NC(=O)CCc2nc(-c3cccs3)no2)cc1Cl	i	1%	-7	-9%	-16%	11%	19%	-1%	-23%
CC1(C(=O)Nc2ccccc2Br)CCN1C(=O)Cc1ccc(Cl)cc1Cl (stereo not drawn)	i	x	-12	-17%	-14%	0%	x	-17%	-21%
O=S(=O)(NCc1ccncc1)c1ccccc1	i	1%	37	2%	2%	-25%	6%	-22%	-13%
N=c1c(C(=O)NCCc2ccccc2)cc2c(=O)n3ccccc3nc2n1CC1CCCO1 (stereo not drawn)	x	2.6µM*	22	-17%	-23%	-29%	18µM*	-23%	-15%
O=C(CN(c1ccc2c(c1)OCCO2)S(=O)(=O)c1ccccc1)Nc1ccc2c(c1)OCO2	i	10%	-6	u	-1%	-10%	u	-4%	0%
Cc1ccnc(Cc2ccccc2)n1	i	-6%	11	24%	12%	9%	3%	-4%	-1%
Cc1cc(C)cc(N2C(=O)CC(Cn3nc(C)cc3C)C2=O)c1 (stereo not drawn)	i	-5%	3	11%	12%	-7%	3%	-4%	10%
CCN1C(=O)c2cccc3c(NC(=O)c4ccc5c(c4)OCCO5)ccc1c23	i	u	7	-27%	-9%	u	26µM*	-7%	6%
CCc1ccc(S(=O)(=O)Nc2cccc(-c3ccc(N4CCC(C)CC4)nn3)c2)s1	u	x	x	u	x	u	x	2%	x
O=C(COc1ccc2c(-c3ccccc3)cc(=O)oc2c1)NCCCN1CCOCC1	i	-15%	u	-6%	10%	2%	10%	10%	1%
Cc1c(Cl)cccc1NC(=O)c1oc2ccc(S(=O)(=O)N3CCCCCC3)cc2c1C	i	x	x	0%	x	6%	x	0%	x
COc1ccc(NC(=O)COC(=O)c2ccc3ccccc3n2)cc1OC	i	-12%	23	13%	-3%	22%	-3%	-18%	0%
COc1cccc(CNCc2cccnc2)c1OCc1ccccc1	i	3%	23	u	-15%	-5%	u	-2%	-8%
Nc1cccc(Oc2ccc3c(c2)C(=O)N(CC2CCCO2)C3=O)c1 (stereo not drawn)	i	-20%	1	2%	-8%	-5%	7%	x	0%
COc1ccc(C(C)(NC(C)=O)c2nc(-c3ccccc3OC)cs2)cc1 (stereo not drawn)	i	x	-23	-9%	0%	-2%	x	-22%	-25%
